Screening results as filed in PubChem BioAssay.
PAFAH1B3 inh = PAFAH1B3 enzyme inhibitors, primary screen, biochemical, fluorescence polarization, human; recombinant PAFAH1B3, FP-rhodamine probe; inhibition, % at 3.39 µM; AID 492972, 2010; Platelet-activating factor acetylhydrolase IB subunit alpha1 (Homo sapiens), Q15102; 0.28% of 340,000 active;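 active = inhibition above the screen-wide average of all tested compounds plus 3 SD, cut at about 25% in these data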;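 note: 0% = enzyme with DMSO only and 100% = wells lacking PAFAH1B3 protein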
Target sequence (Q15102 whole entry, looked up): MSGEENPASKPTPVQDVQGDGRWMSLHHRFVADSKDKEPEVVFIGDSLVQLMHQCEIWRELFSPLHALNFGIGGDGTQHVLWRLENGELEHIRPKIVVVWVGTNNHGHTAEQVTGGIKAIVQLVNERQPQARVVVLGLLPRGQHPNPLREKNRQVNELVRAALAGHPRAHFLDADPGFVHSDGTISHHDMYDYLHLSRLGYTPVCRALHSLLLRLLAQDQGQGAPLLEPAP
PAFAH2 FP inh = PAFAH2 enzyme inhibitors, primary screen, biochemical, fluorescence polarization, human | recombinant PAFAH2, FP-rhodamine activity probe | inhibition, % at 3.39 µM | 0.99% of 340,000 active;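 active = inhibition above the mean over all tested compounds plus 3 SD, cut at about 30% in these data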;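 note: inhibitors block probe labeling of enzyme so polarization drops; 0% = enzyme with DMSO and 100% = wells lacking PAFAH2 protein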
Starred values were filed as active, the others as inactive. Some of the compounds tested; rates above refer to the full screens.

Each structure is followed by: PAFAH1B3 inh	PAFAH2 FP inh
1	O=C(Nc1cccc(Cl)c1)c1ccccc1NC(=O)C1CCCCC1C(=O)O (configuration not stated)
 : 1	-1
2	COc1cc2c(c(NC(C)=O)c1)N(C(C)=O)CCC2
 : 6	-5
3	CCOC(=O)c1cnc2ccc(OC)cc2c1Nc1ccc(N2CCN(C)CC2)cc1
 : 9	5
4	COc1ccc(/C=N/N=C/c2ccc(OC)cc2)cc1
 : 4	-5
5	C/C(CCc1ccc2c(c1)OCO2)=N\N=C1\NC(=O)CC(C(=O)Nc2ccc(C(=O)O)cc2)S1 (configuration not stated)
 : 6	-1
6	O=C(O)c1ccc(-c2nc(-c3cccc(C(F)(F)F)c3)cs2)cc1
 : -2	2
7	CC1CCCCC1NC(=O)COC(=O)c1c2c(nc3ccccc13)/C(=C\c1ccco1)CC2 (configuration not stated)
 : 13	16
8	COc1nc2ccccc2nc1N1CCN(Cc2ccc3c(c2)OCO3)CC1
 : -1	-4
9	CCOc1cc(CN2CCc3c([nH]c4ccccc34)C2)ccc1OC
 : 5	-2
10	c1ccc(COc2ncnc3c2ncn3CCCNCCN2CCOCC2)cc1
 : 8	6
11	O=C(C=Cc1ccc2c(c1)OCO2)OCC=Cc1ccc2c(c1)OCO2
 : 3	0
12	CC(C)C[C@H]1CNC(=O)C(=O)N1CC1CCN(CCC(C)(C)C)CC1
 : 4	1
13	O=C(c1ccccc1)c1ccccc1C(=O)N1CCN(Cc2ccccc2F)CC1
 : 0	7
14	CCOc1ccccc1NC1=C(OC)C(=O)C(Nc2ccccc2OCC)=C(OC)C1=O
 : 13	8
15	CC(OC(=O)c1ccc2c(c1)OCO2)C(=O)NC1CCCCC1C (configuration not stated)
 : 7	3

Profiles as entered above. Screens in order: PAFAH1B3 inh	PAFAH2 FP inh
C/C(CCc1ccc2c(c1)OCO2)=N\N=C1\NC(=O)CC(C(=O)Nc2ccc(C(=O)O)cc2)S1 (configuration not stated) is listed with 6	-1
CC(OC(=O)c1ccc2c(c1)OCO2)C(=O)NC1CCCCC1C (configuration not stated) is listed with 7	3
COc1ccc(/C=N/N=C/c2ccc(OC)cc2)cc1 is listed with 4	-5

Further entries:
Each structure is followed by: PAFAH1B3 inh	PAFAH2 FP inh
16	O=C(Nc1ccc(Cl)c(Cl)c1)N1CCOCC1
 : 6	2
17	COc1ccc(N=C2C=CC(=O)O2)cc1
 : 4	-3
18	O=C(NNC(=S)Nc1ccc(Br)cc1)c1ccccc1
 : 7	-1
19	COc1ccc(NC(=O)/C(Cl)=C(/Cl)S(=O)(=O)Cc2ccc(C)cc2)cn1
 : -9	1
20	COC(=O)C1c2ccccc2-c2ccccc21
 : 5	-1
21	O=C(CSc1ccsc1[N+](=O)[O-])Nc1cccc(F)c1
 : 10	11
22	COc1cc(C(=O)OCc2csc(CC(=O)Nc3cc(C)ccc3C)n2)ccc1OC(F)F
 : -3	-2
23	Cc1nn(C)c(=S)[nH]c1=S
 : 4	-4
24	COCC1CCN(C(=O)c2cc(COc3ccc(C)c(C)c3)on2)C1 (configuration not stated)
 : 0	0
25	O=C(COC(=O)c1ccc(O)cc1)c1ccc2c(c1)OCCO2
 : 0	14
26	Cc1cccc(N2CCN(C(=O)CN3C(=O)NC(C)(C4CC4)C3=O)CC2)c1C (configuration not stated)
 : 6	-2
27	CCCc1nnn(S(=O)(=O)c2ccc([N+](=O)[O-])cc2)c1CCC
 : 3	-1
28	Cc1nn(C)c(C(=O)NNC(=O)NC2CCCCC2)c1Cl
 : -5	-3
29	CN(C)CC1CC/C(=C\c2ccc(O)cc2)C1=O (configuration not stated)
 : 11	-5
30	Cc1ccc(C)n1-c1ccc(-c2ccnc(N)n2)cc1
 : 2	2

For reference, some entries already given.
Each structure is followed by: PAFAH1B3 inh	PAFAH2 FP inh
22	COc1cc(C(=O)OCc2csc(CC(=O)Nc3cc(C)ccc3C)n2)ccc1OC(F)F
 : -3	-2
23	Cc1nn(C)c(=S)[nH]c1=S
 : 4	-4
24	COCC1CCN(C(=O)c2cc(COc3ccc(C)c(C)c3)on2)C1 (configuration not stated)
 : 0	0
25	O=C(COC(=O)c1ccc(O)cc1)c1ccc2c(c1)OCCO2
 : 0	14
26	Cc1cccc(N2CCN(C(=O)CN3C(=O)NC(C)(C4CC4)C3=O)CC2)c1C (configuration not stated)
 : 6	-2
27	CCCc1nnn(S(=O)(=O)c2ccc([N+](=O)[O-])cc2)c1CCC
 : 3	-1
28	Cc1nn(C)c(C(=O)NNC(=O)NC2CCCCC2)c1Cl
 : -5	-3

The listing continues:
Each structure is followed by: PAFAH1B3 inh	PAFAH2 FP inh
31	O=C(N/N=C\c1cccnc1)c1ccc(Br)s1
 : 2	2
32	N#CCOc1ccccc1CNC[C@H]1O[C@@H](n2cnc(C(N)=O)n2)[C@H](O)[C@@H]1O
 : 4	-5
33	Clc1ccc(C=NN2CCCCCC2)cc1Cl
 : 6	-10
34	Cc1nc(N2CCN(C(c3ccccc3)c3ccccc3)CC2)[nH]c(=O)c1C
 : 8	1
35	Cc1ccc(C(=O)OCC(=O)NC2CCCCCC2)c(C)c1
 : 4	86*
36	Cc1ccc2c(c1)N(CC(=O)Nc1ccccc1F)C(=O)C(C)O2 (configuration not stated)
 : 5	2
37	CC(C)(C)CC(C)(C)SSc1n[nH]c(=S)s1
 : 6	28
38	CC(Sc1nnc(CN2CCCC2)n1Cc1ccccc1)C(=O)Nc1ccc(F)cc1Cl (configuration not stated)
 : 2	0
39	CCOc1ccc(NC(=S)N2CCN(S(=O)(=O)c3ccccc3)CC2)cc1
 : 10	4
40	CC(Sc1ncnc2sccc12)C(=O)Nc1ccc(S(=O)(=O)N2CCOCC2)cc1 (configuration not stated)
 : 9	-5
41	OCCOc1ccc(CN2CCN(CCCc3ccccc3)C(CCO)C2)cc1 (configuration not stated)
 : 8	2
42	COc1ccc(NC(=O)NC2CCCc3ccccc32)cc1 (configuration not stated)
 : -2	1
43	COc1ccc(N(/N=C2\Sc3ccccc3C2=O)C(C)=O)cc1
 : 54*	19
44	CN(C)CCN1C(=O)CCC2(C)C1=CCC1C2CCC2(C)C1CCC2(C)O (configuration not stated)
 : 9	-2
45	COc1ccccc1CNC(=O)c1cc(S(=O)(=O)N2CCN(c3ccccc3)CC2)ccc1Cl
 : 3	6

Quoted at random: 2 records from the list.
Each structure is followed by: PAFAH1B3 inh	PAFAH2 FP inh
37	CC(C)(C)CC(C)(C)SSc1n[nH]c(=S)s1
 : 6	28
35	Cc1ccc(C(=O)OCC(=O)NC2CCCCCC2)c(C)c1
 : 4	86*

Additional entries
Each structure is followed by: PAFAH1B3 inh	PAFAH2 FP inh
46	COc1ccc(S(=O)(=O)N2CCC(Nc3ccccc3Cl)CC2)cc1
 : 13	-5
47	CCOC(=O)c1sc(NC(=O)CC2OC(=O)c3ccccc32)nc1C (configuration not stated)
 : -5	3
48	CCCCN(C(C)=O)c1ccc2c(c1)C1CC2CCN1C(=O)OCc1ccccc1 (configuration not stated)
 : 9	4
49	Cc1ccc(C)c(Nc2ccc3nonc3c2[N+](=O)[O-])c1
 : -4	5
50	O=C(O)c1ccccc1NC1CCCCC1NS(=O)(=O)c1ccccc1 (configuration not stated)
 : 0	-1
51	Cc1ccccc1-n1c(SCC(=O)N2CCCCC2)nc(O)cc1=O
 : 5	3
52	O=C(NNC(=S)Nc1ccccc1Cl)c1ccccc1Br
 : 6	-5
53	CCOc1ccccc1-n1nnnc1SCC(=O)NC(=O)Cc1ccccc1
 : 2	3
54	Cc1ccc(-n2nnnc2SCC(=O)NCC2CCCO2)cc1C (configuration not stated)
 : 0	3
55	O=C(CN1CCCCC1)Nc1nc(-c2ccc(Cl)cc2)cs1
 : 6	6
56	O=c1ccn([C@@H]2O[C@H](CNCC3=Cc4cc(O)ccc4OC3)[C@@H](O)[C@H]2O)c(=O)[nH]1
 : 15	-16
57	CN(C(=O)c1cccc(NC(=O)Cc2cccc(NC(=O)C3CCCN(C(=O)C4CC4)C3)c2)c1)C1CC1 (configuration not stated)
 : 5	-4
58	CCCCNC(=O)c1ccc2c(c1)C(=O)N(Cc1ccncc1)C2=O
 : 2	4
59	O=C(NC1CCCCCCC1O)c1ccccc1 (configuration not stated)
 : 14	1
60	CCc1ccc(NC(=O)CC2C(=O)N(c3ccc(OC)cc3)C(=O)N2CCOC)cc1 (configuration not stated)
 : 8	7

A draw from above in order of SMILES length, lowest first:
Each structure is followed by: PAFAH1B3 inh	PAFAH2 FP inh
59	O=C(NC1CCCCCCC1O)c1ccccc1 (configuration not stated)
 : 14	1
52	O=C(NNC(=S)Nc1ccccc1Cl)c1ccccc1Br
 : 6	-5
55	O=C(CN1CCCCC1)Nc1nc(-c2ccc(Cl)cc2)cs1
 : 6	6
51	Cc1ccccc1-n1c(SCC(=O)N2CCCCC2)nc(O)cc1=O
 : 5	3
58	CCCCNC(=O)c1ccc2c(c1)C(=O)N(Cc1ccncc1)C2=O
 : 2	4
56	O=c1ccn([C@@H]2O[C@H](CNCC3=Cc4cc(O)ccc4OC3)[C@@H](O)[C@H]2O)c(=O)[nH]1
 : 15	-16

Remaining list, next part.
Each structure is followed by: PAFAH1B3 inh	PAFAH2 FP inh
61	COc1ccc(C(=O)NCCCn2nc(C)cc2C)cc1S(=O)(=O)N1CCOCC1
 : 4	3
62	CCc1ccccc1NS(=O)(=O)c1cc2c3c(c1)CCN3C(=O)CC2
 : 3	8
63	O=C(N/N=C/C=C\c1ccccc1[N+](=O)[O-])c1cc(-c2ccc3ccccc3c2)n[nH]1
 : -36	-22
64	COC(=O)c1cc(C(=O)OC)cc(N2C(=O)CC(N3CCN(c4ccccc4)CC3)C2=O)c1 (configuration not stated)
 : -6	-1
65	O=C(NC1CC1)c1cccc(NC(=O)C2CCCC2)c1
 : 10	-2
66	CC(=O)NCCC(=O)N(C)CC1CCN(CCc2cccc(C(F)(F)F)c2)CC1
 : 6	0
67	O=C(NCCCCCCCN1CCCCCCC1)C(C1CCCCC1)C1CCCCC1
 : 0	2
68	CCOc1ccc2nc(NC(=O)CSc3nc(-c4ccccc4)c(C#N)c(=O)[nH]3)sc2c1
 : 2	-12
69	CN(C(=O)c1cccc(NC(=O)Cc2cccc(NC(=O)C3CCN(C(=O)C4CCC4)CC3)c2)c1)C1CC1
 : 5	12
70	COc1ccc2cc(C(=O)NCCc3ccccc3)[nH]c2c1
 : 8	-4
71	COc1cccc(C2c3cc4c(cc3OC(C)(N3CCCC3)C2C)OCO4)c1O (configuration not stated)
 : 12	2
72	CCOC(=O)C1(C(=O)OCC)NC(=O)CC1CC (configuration not stated)
 : 4	-9
73	CN(C)c1nc(N)c(C#N)c(C#N)c1C#N
 : 7	-2
74	C=CC[C@H]1C=C[C@@H](C(C(=O)OC)C(=O)OC)CN1C(C)=O
 : 6	5
75	OC(CCCC(O)c1ccccc1)c1ccccc1 (configuration not stated)
 : 4	-11
76	O=[N+]([O-])c1ccc2c(c1)c(-c1ccccc1)nc1nncn12
 : 1	6
77	CCc1cccc(NS(=O)(=O)c2c(C)[nH]c(=O)[nH]c2=O)c1
 : 1	2
78	COc1ccc(C=CC(=O)C=CC=Cc2ccccc2)cc1
 : -6	-1
79	Cc1sc2ncnc(N3CCC(C(=O)Nc4cc(C(F)(F)F)ccc4OCC(F)(F)F)CC3)c2c1C
 : -13	-12
80	NS(=O)(=O)c1cccc(NC(=O)COC(=O)Cc2ccc(S(=O)(=O)N3CCOCC3)s2)c1
 : 6	0
81	Oc1c(Cl)cc(Cl)cc1CNc1ccccn1
 : 9	0
82	CCOc1ccc(C(=O)NCC(=O)OCC(=O)N(C)CC(=O)Nc2ccccc2CC)cc1OCC
 : 1	-3
83	O=C1COc2ccc(C(=O)COC(=O)Cc3c(F)cccc3Cl)cc2N1
 : -2	0
84	CC(C)C(Cl)=NOC(=O)Nc1ccc(F)cc1
 : 7	20
85	O=C1OC(c2ccccc2)(c2cc(Br)ccc2O)c2ccccc21 (configuration not stated)
 : 3	4
86	NC(=S)c1cc2ccc(O)cc2oc1=O
 : 5	-3
87	COc1ccc(NC(=O)CSc2nc(O)cc(=O)n2-c2ccccc2)cc1
 : 1	-3
88	COc1cc(CN(C)c2ccc(S(=O)(=O)N3CCCC3)cn2)ccc1OC(F)F
 : 8	7
89	CC(=O)N1CCc2ccc([N+](=O)[O-])cc21
 : -1	8
90	COc1cc(OC)c(/C=N/NC(=O)c2ccc(NC(C)=O)cc2)cc1Br
 : 2	-1
91	CCOC(=O)N1CCN(C(=O)CSc2ncnc3sccc23)CC1
 : 5	-1
92	Cn1c(=O)oc2cc(S(=O)(=O)Nc3ccc(O)cc3)ccc21
 : 7	-6
93	CC1CN(S(=O)(=O)c2ccccc2)C(C)CN1S(=O)(=O)c1ccccc1 (configuration not stated)
 : 7	-3
94	CC(C)Cc1nnc(N)s1
 : 7	-1
95	S=P(c1ccc(N2CCOCC2)cc1N1CCOCC1)(N1CCOCC1)N1CCOCC1
 : 5	-6
96	COc1cccc(C2c3cc4c(cc3OC(N3CCOCC3)C2C)OCO4)c1O (configuration not stated)
 : 15	8
97	COc1ccc(Oc2coc3cc(O)ccc3c2=O)cc1
 : 1	7
98	Nc1c(C2CCCCC2)c(=O)on1C(=O)c1ccccc1
 : 10	-2
99	C=C1C(=O)C23C(O)C1CCC2C12CCCC(C)(COC(C)=O)C1C(O)C3(O)OC2 (configuration not stated)
 : 5	-6
